Screens as filed in PubChem.
GBA activity up = enhancers of human beta-glucosidase activity in Gaucher fibroblasts; L444P Gaucher fibroblasts, 4-MU-glucoside fluorescence, 3 days; activation, % at 10 µM; hit rate 0.44% among 30,000; in the data active = activation above about 65%;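 note: 0% = vehicle wells and 100% = positive control wells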
Target sequence (P04062 whole entry L483P): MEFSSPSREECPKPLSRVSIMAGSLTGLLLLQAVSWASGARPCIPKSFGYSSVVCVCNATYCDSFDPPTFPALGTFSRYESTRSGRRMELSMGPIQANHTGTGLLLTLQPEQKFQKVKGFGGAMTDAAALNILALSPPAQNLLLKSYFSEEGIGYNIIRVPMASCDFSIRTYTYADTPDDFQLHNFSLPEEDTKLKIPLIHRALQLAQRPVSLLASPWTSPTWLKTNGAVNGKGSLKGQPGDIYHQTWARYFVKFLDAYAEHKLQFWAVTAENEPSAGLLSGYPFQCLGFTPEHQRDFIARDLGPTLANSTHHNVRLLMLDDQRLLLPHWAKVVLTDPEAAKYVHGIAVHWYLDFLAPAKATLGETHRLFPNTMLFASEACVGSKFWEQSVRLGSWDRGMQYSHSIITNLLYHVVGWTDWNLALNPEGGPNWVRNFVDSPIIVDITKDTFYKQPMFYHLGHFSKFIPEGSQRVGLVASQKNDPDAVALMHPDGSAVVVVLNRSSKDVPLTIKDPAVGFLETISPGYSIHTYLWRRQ
* = called active by the depositor. Some of the compounds tested; count on the stated rates, not on these rows.

compound,GBA activity up
CC(=O)N1C(=O)c2cccc3cccc(c23)C(=O)N1C(C)=O,-9.5
COc1ccc(OC(C)C(=O)N2CCN(c3ccccn3)CC2)cc1 (stereo not given),-23.2
O=C(Nc1ccccc1C(F)(F)F)C1CC(=O)N(c2ccccc2F)C1 (stereo not given),0.7
O=C(CSc1nc2ccccc2c(=O)n1Cc1ccco1)c1ccc(F)cc1,18.4
c1ccc(-c2cn3cccnc3n2)cc1,-14.5
CCOC(=O)c1c(C)c(C(=O)NCCN2CCOCC2)c(C)n1C,-7.6
Cc1cc(C)n(C(CC(=O)N2CCc3ccccc3C2)C(=O)O)n1 (stereo not given),-22.8
COC(=O)c1ccc(COc2ncnc3c(Cl)cc(Cl)cc23)o1,-8.0
COC(=O)c1c(NC(=O)CN2CCOCC2)sc2c1CCC(C)C2 (stereo not given),-0.3
COc1ccc2[nH]cc(C3N4CC5(C)CN3CC(C)(C4)C5=O)c2c1 (stereo not given),19.7
COc1cccc(-n2nnnc2SCC(=O)Nc2cccc(NC(C)=O)c2)c1,-7.3
CCOC(=O)N1CCC(NC(=O)C2CCCN(S(C)(=O)=O)C2)CC1 (stereo not given),3.0
CCOC(=O)c1cc(C#N)c(SCC(=O)c2cc(C#N)c(SC)nc2C)[nH]c1=O,11.2
COc1ccc(C(O)c2nccn2Cc2ccccc2)cc1 (stereo not given),-54.4
CCn1c(N)c(C(=O)NCc2cccnc2)sc1=S,-6.6
CCOC(=O)c1ccc(NC(=O)c2ccc3c(c2)OCO3)cc1,-3.1
O=C1CNCc2[nH]c3ccccc3c2N1c1ccccc1,-23.6
O=C(c1ccc2c(c1)c(=O)oc1ccccc12)N1CCCCC1,-9.3
O=C(O)CSCc1c(F)cccc1Cl,-2.9
COc1ccc(NC(=O)CC(Cc2ccccc2)C(=O)O)cc1 (stereo not given),-20.6
CC(C)=CCCC(C)CN1CCC(O)CC1 (stereo not given),-10.4
Nc1sc2c(c1C(=O)NC1CCS(=O)(=O)C1)CCC2 (stereo not given),14.6
COc1cccc(-c2nnc(NC(=O)c3ccc(S(=O)(=O)N(CC(C)C)CC(C)C)cc3)o2)c1,2.9
Cc1nc2cccc(C(=O)NC3CCCCC3)c2o1,-10.5
COc1ccc(-c2cn3cccnc3n2)cc1NC(=O)CC(C)C,-3.7
N#CCCn1c(-c2nonc2NC(=O)c2ccccc2Cl)nc2ccccc21,-29.0
CS(=O)(=O)Nc1ccc2c(c1)C(=O)OC2,-5.8
COc1cccc(-c2noc(-c3cccs3)n2)c1,-27.9
COCCCn1c(SCC(N)=O)nnc1-c1ccccc1,-34.3
CCOC(=O)N1CCN(C(=O)Nc2ccc(Cl)cc2)CC1,-5.4

Going on with the list.
compound,GBA activity up
CCOc1cc(-c2c(C#N)c(N)nc3c2CCCC3C)ccc1O (stereo not given),-8.2
Cc1cccc2cc(CN(Cc3ccccc3)C(=O)N(C)C)c(=O)[nH]c12,-7.8
CCOc1ncccc1C(=O)OCc1cn2cc(Cl)ccc2n1,2.1
O=C(CSc1nc2ccccc2s1)N1CCOCC1,-4.6
COCCNC(=O)c1c[nH]c2ccc(S(=O)(=O)N3CCC4(CC3)OCCO4)cc2c1=O,2.5
CCOc1ccc(-n2c(C)nc3c(cnn3-c3ccc(Cl)cc3)c2=O)cc1,-36.4
CCOc1ccc(Nc2c3c(nc4ncnn24)CC(C)CC3)cc1 (stereo not given),25.6
Oc1ccc(CN2CCCc3ccccc32)c2cccnc12,2.1
CS(=O)(=O)N1CCCC(C(=O)NCCCN2CCC(Cc3ccccc3)CC2)C1 (stereo not given),-13.3
O=C(c1ccco1)N(Cc1cccs1)C1CCS(=O)(=O)C1 (stereo not given),-5.0
O=C(OCN1C(=O)c2ccccc2C1=O)C1CCCCC1,21.2
CCOC(=O)C1C(c2ccc3c(c2)OCO3)NC(=O)NC1(O)C(F)(F)F (stereo not given),-10.4
O=C(CN1CCOCC1)OCCCC1CCCCC1,-42.0
O=C1CN(C(=O)COC(=O)COc2ccc3c(c2)CCC3)c2ccccc2N1,-6.0
CCCC(c1nnnn1Cc1cccs1)N1CCN(c2ccc(OC)cc2)CC1 (stereo not given),25.7
O=C(Cn1nc(Cl)nc1Cl)c1cc2ccccc2oc1=O,5.2
C1=C(CCNC2=NCCCCC2)CCCC1,1.6
CCN(CC)C(=O)c1cn(C)c2ccc(S(=O)(=O)N(CC)CC)cc2c1=O,-8.6
O=S(=O)(c1ccc(S(=O)(=O)N2CCCC3(CCCCC3)C2)cc1)N1CCCCC1,-27.5
Cc1ccc(-n2c(=O)cc(N3CC(C)CC(C)C3)[nH]c2=O)cc1 (stereo not given),-4.2
COCCn1c(SCc2nc3ccccc3s2)nc2ccccc21,-11.4
C=C1c2ccc(C)cc2NC(=O)N1c1ccccc1,-5.4
Cc1cc(N2CCCC2=O)cc(C)c1S(=O)(=O)NCCOc1ccccc1,18.4
O=C(CC(=O)NCc1cccnc1)NCc1cccnc1,-15.3
O=C(Cn1nc(-c2ccccc2F)ccc1=O)NCc1ccc2c(c1)OCO2,-10.2
CC(C)C[C@H](NC(=O)OC(C)(C)C)C(=O)N1CCC(C(=O)N[C@@H](Cc2ccccc2)C(=O)O)CC1,-6.1
Cc1ccc(S(=O)(=O)Nc2ccc3nc(N)sc3c2)cc1,-20.4
Cc1cccc(-c2noc(C3CCCCC3)n2)c1,-2.2
C=CCCCOc1ccc(C(=O)O)cc1,9.5
CCOC(=O)c1[nH]c(C)c(C(=O)OCc2c(C)noc2C)c1C,-5.8

New compounds follow.
compound,GBA activity up
O=C1CCCC2=C1C1(CCCCC1)N=C(Nc1nc3ccccc3o1)N2,-16.1
CCOC(=O)N1CCN(C(=O)COc2ccc(S(=O)(=O)Nc3ccc(OCC)cc3)cc2)CC1,-16.1
O=C(CSc1nnc(Cn2nnc(-c3ccccc3)n2)n1-c1ccccc1)Nc1ccccc1,-8.6
COC(=O)C(C)n1cnc2c(nnn2-c2ccc(OC)cc2)c1=O (stereo not given),-6.8
O=C(CSc1nnc(CNC(=O)c2cccs2)o1)NC1CCCC1,-5.7
Cc1ccc(NC(=O)CSc2nnc(-c3ccccc3Br)o2)cc1C,-17.6
Cc1cc(NC(=O)c2ccc(N(C)S(=O)(=O)c3ccccc3)cc2)no1,0.1
COc1ccccc1N1CCN(C(=O)C(Cc2ccccc2)NC(=O)C2CCCCC2)CC1 (stereo not given),-38.2
CC(C)=C1C2C=CC1C(C(=O)Nc1cc(C)ccc1C)C2C(=O)O (stereo not given),-15.5
Cc1csc2c(C#N)c(=O)c3c(n12)CCC3,-1.1
Cc1cc(C)nc(NS(=O)(=O)c2ccc(NC(=O)CCC3COc4ccccc4O3)cc2)n1 (stereo not given),-0.2
Cc1ccc(C2CC(=O)NC3=C2C(=O)CCC3)cc1Br (stereo not given),-6.5
CC(=O)c1c(N2CCN(C(=O)c3ccco3)CC2)nc(=S)n(-c2ccccc2)c1C,-2.2
COc1ccc(N2C(=O)CC(N3CCC(O)(c4cccc(C(F)(F)F)c4)CC3)C2=O)cc1 (stereo not given),-4.9
COc1ccc(C(=O)O)cc1S(=O)(=O)N(C)CCc1cccnc1,-9.2
CCCCCn1c(CN2CCN(C(=O)OCC)CC2)nc2c1c(=O)[nH]c(=O)n2C,-20.6
COc1ccc(Cn2nnc3c(=O)[nH]c(C4CCN(C(=O)c5ccccc5Cl)CC4)nc32)cc1,-30.1
CC(=O)N1CCN(Cc2cc(=O)n3cc(Cl)c(C)c(Cl)c3n2)CC1,14.3
CCOc1cccc(NC(=O)C2CC(=O)N(C)C(=Nc3ccccc3)S2)c1 (stereo not given),-7.8
c1cc(CNC2=NCCCCC2)ccn1,-10.9
Cc1cc2c(=O)n(NC(N)=O)c(C)nc2s1,1.2
O=C(Nc1cnn(C23CC4CC(CC(C4)C2)C3)c1)c1cnn2c(C(F)(F)F)cc(-c3ccco3)nc12,38.3
COc1ccc(NC(=O)C23CCC(C)(C(=O)O2)C3(C)C)cc1 (stereo not given),1.9
Cc1nnc(SCC(=O)N2CCN(S(=O)(=O)c3ccccc3)CC2)n1Cc1ccccc1,2.8
CC(=O)c1sc(NC(=O)CN2C(=O)CCC2=O)nc1C,-6.0
CCCCn1c(SCC(=O)Nc2ccc3c(c2)OCO3)nc2c1c(=O)n(C)c(=O)n2C,2.6
CCOc1ccc(Cc2nc(C)c(CC(=O)N3CCCCC3)c(=O)[nH]2)cc1,1.5
Cc1[nH]nc2c1C1(CCN(C(=O)c3ccccc3)CC1)C(C#N)=C(N)O2,4.8
Cc1cc(C)n(-c2nnc3n2N=C(c2c[nH]c4ccccc24)CS3)n1,-21.9
Cn1c(NCc2ccco2)nc2c1c(=O)n(Cc1ccc(Br)cc1)c(=O)n2C,40.3

(next part)
compound,GBA activity up
O=C(Nc1ccc(N2CCOCC2)c(Cl)c1)c1cccc(F)c1,-27.2
CCOC(=O)C1(C(F)(F)F)N=C(N(C)C)OC(N(C)C)=N1,20.5
Cc1cnc(NC(=O)CSc2nnc(Cc3ccccc3)n2C)s1,2.6
COc1cc2cc(C)c3nnc(SCC(N)=O)n3c2cc1OC,7.3
O=C(CC1SC2=NCCN2C1=O)Nc1ccc(Cl)cc1 (stereo not given),-11.3
COc1ccccc1NC(=O)c1ccccc1SC,-51.7
COc1ccc(CNC(=O)C2CCCN(S(=O)(=O)c3cc(C)ccc3OC)C2)cc1 (stereo not given),-14.3
CCC(=O)Nc1cc(NC(=O)CSc2ncc(-c3ccc(F)cc3)n2Cc2ccco2)ccc1C,12.7
CCOC(=O)C1CCN(C(=O)c2ccc(OCC)c(OCC)c2)CC1,-11.3
O=C(c1ccco1)N1CCN(C(=O)c2snc3ccc(Cl)cc23)CC1,-7.4
CC12CCC(=O)N1C(C(=O)Nc1cccc3ccccc13)CS2 (stereo not given),3.3
CCOC(=O)N1CCN(C(=O)c2cnn(-c3ccccc3)c2NC(=O)c2ccccc2F)CC1,-0.6
COC(=O)C(NC(C)=O)(Nc1nc2ccc(S(C)(=O)=O)cc2s1)C(F)(F)F (stereo not given),-22.4
COc1cc(CC(=O)Nc2nccs2)cc(OC)c1OC,-4.9
CC(C)c1nnc(N2C(=O)c3oc4ccccc4c(=O)c3C2c2ccco2)s1 (stereo not given),-52.3
Cc1c(C(=O)OCC(=O)c2c(N)n(CC(C)C)c(=O)n(C)c2=O)oc2ccccc12,26.9
COC(=O)c1cc(Br)c(=O)n(-c2ccc(C(C)=O)cc2)c1,-30.7
COc1ccc(NC(=O)c2ccco2)c(NC(=O)Cc2cccs2)c1,-11.2
O=C(c1ccco1)N(Cc1ccco1)c1ccc(O)cc1,-18.9
Nn1c(SCc2cccc3ccccc23)nnc1-c1ccco1,15.8
COc1cc(Cl)ccc1S(=O)(=O)n1nc(C)cc1C,-9.8
O=C(NCc1ccccc1)c1c(O)c2cccc3c2n(c1=O)CCC3,-29.6
Cn1c(CCN2CCCCC2)nc2cc(NC(=O)Nc3ccccc3)ccc21,2.3
NC(=O)CSCc1c(Cl)cccc1Cl,-11.5
CC1(C)Cc2ccccc2-c2nnc(SCC(=O)Nc3ccc4c(c3)OCO4)n21,16.4
COc1ccccc1C(=O)C(O)c1ccccc1OC (stereo not given),-5.2
CCc1nc2c(cnn2-c2ccc(Cl)cc2)c(=O)n1-c1ccc(OC)cc1,3.4
CC(C)COC(=O)c1ccc(NC(=O)C2C3C=CC(C3)C2C(=O)O)cc1 (stereo not given),-4.4
O=C(c1noc2c1CCCCC2)N1CCN(C(c2ccccc2)c2ccccc2)CC1,-22.3
CC(=O)Nc1ccc(S(=O)(=O)N2CCN=C2C)cc1,-11.8

Remaining list, next part:
compound,GBA activity up
O=C(c1ccccc1)N1CCN(C2CC3CCC2C3)CC1 (stereo not given),6.5
CCOC(=O)Nc1cc(OCC)c(NC(=O)C2CC2)cc1OCC,-15.1
Cc1cc(NC(=O)c2ccc(Cn3nc(C)c(Br)c3C)o2)no1,-2.4
O=C(NCc1ccc2c(c1)OCO2)c1cc2c(s1)CS(=O)(=O)C2,-3.2
Cc1cc(NC(=O)COC(=O)C2CCCN2C(=O)c2cccs2)no1 (stereo not given),-1.2
COc1ccc(OC)c2c(N3CC(C)OC(C)C3)cc(C(F)(F)F)nc12 (stereo not given),-3.7
O=C(O)C1C2C=CC(O2)C1C(=O)NC1CCCc2ccccc21 (stereo not given),-7.0
CC(=O)Nc1ccc(S(=O)(=O)NCC2CCC(C(=O)N3CCCCCC3)CC2)cc1 (stereo not given),-5.4
O=C(Cn1cnc2ccccc21)NCCCN1CCOCC1,-37.2
NC1=NC(c2cn(-c3ccccc3)nc2-c2cccs2)n2c(nc3ccccc32)N1 (stereo not given),-16.7
O=C1N2CCSC2=NC1(Nc1ccccn1)C(F)(F)F (stereo not given),5.8
CCc1ccc(S(=O)(=O)NCc2cn3cccc(C)c3n2)s1,-18.0
CCOC(=O)CC1(C)NC(=O)c2c(C)sc(C(=O)OCC)c2N1 (stereo not given),-27.7
CCOC(=O)c1c(NC(=O)CSc2ncn[nH]2)sc(C)c1C,-6.8
CCN(CC)c1cccc(OC2=NS(=O)(=O)c3ccccc32)c1,2.9
COc1ccc(NC(=O)CCCN2C(=O)CCC2=O)cc1Cl,-5.9
COc1ccc(CC(=O)N2CCN(c3ccccn3)CC2)cc1OC,-10.1

Nothing new here: an excerpt of the list.
compound,GBA activity up
COC(=O)c1cc(Br)c(=O)n(-c2ccc(C(C)=O)cc2)c1,-30.7
COc1ccc(NC(=O)c2ccco2)c(NC(=O)Cc2cccs2)c1,-11.2
O=C(c1ccco1)N(Cc1ccco1)c1ccc(O)cc1,-18.9
Nn1c(SCc2cccc3ccccc23)nnc1-c1ccco1,15.8
